Assay outcomes deposited in PubChem by several laboratories.
ANO1 activ – TMEM16A chloride channel activators or potentiators, primary screen, cell-based, HTS; 340,000 compounds, 0.3% hits; B-score at 10 µM; HEK293 TMEM16A/YFP-H148Q/I152L, iodide quench fluorescence; active compounds read low;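 active means fluorescence-ratio B-score plate-corrected deviation score at least 3 library SD below zero, with starting fluorescence score within 5 deviations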;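 further: channel opened by trigger with iodide after compound preincubation; score built on the fluorescence ratio of max minus min over baseline; more negative score means more quench and so TMEM16A activation or potentiation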
Target sequence (Q8BHY3 whole entry, looked up): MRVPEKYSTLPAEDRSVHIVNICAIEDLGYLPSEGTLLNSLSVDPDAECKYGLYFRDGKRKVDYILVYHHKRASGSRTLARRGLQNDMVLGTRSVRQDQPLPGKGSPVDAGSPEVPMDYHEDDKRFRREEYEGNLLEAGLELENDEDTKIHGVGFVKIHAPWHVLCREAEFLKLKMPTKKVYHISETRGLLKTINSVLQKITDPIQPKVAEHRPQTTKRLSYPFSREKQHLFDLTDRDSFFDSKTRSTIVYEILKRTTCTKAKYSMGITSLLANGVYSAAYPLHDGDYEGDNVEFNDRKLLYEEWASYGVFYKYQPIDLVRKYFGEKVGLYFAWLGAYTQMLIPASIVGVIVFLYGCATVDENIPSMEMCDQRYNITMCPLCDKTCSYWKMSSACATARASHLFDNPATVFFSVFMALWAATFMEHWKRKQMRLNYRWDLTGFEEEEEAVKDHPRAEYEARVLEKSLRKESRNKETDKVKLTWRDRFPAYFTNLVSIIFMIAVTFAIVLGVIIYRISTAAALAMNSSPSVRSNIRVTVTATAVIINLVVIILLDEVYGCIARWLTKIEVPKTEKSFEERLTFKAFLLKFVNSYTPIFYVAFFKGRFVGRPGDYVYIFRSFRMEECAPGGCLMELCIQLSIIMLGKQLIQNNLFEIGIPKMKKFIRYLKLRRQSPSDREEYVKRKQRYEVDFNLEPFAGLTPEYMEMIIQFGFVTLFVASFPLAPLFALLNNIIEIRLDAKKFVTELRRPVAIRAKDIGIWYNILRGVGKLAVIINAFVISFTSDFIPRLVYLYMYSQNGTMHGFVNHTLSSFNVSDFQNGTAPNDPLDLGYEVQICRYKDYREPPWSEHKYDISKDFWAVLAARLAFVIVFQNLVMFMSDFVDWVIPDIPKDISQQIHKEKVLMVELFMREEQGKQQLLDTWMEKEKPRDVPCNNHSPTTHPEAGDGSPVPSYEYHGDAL
MrgX1 antagonist – antagonists of human MrgX1 receptor, primary screen, HEK293 cells, Fluo-4 calcium flux. 310,000 compounds, 1.3% hits. AID 588676, 2011. BAM8-22 antagonism; active compounds read low. B-score at 10 µM. Mas-related G-protein coupled receptor member X1 (Homo sapiens), Q96LB2;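 active means calcium-response B-score plate-corrected more than 3 library SD below zero, starting fluorescence within 5 deviations, no agonist response on first addition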;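 further: peak minus trough fluorescence over baseline after final BAM8-22 challenge near maximal dose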
MrgX1 agonist – agonists of human MrgX1 receptor, primary screen, HEK293 cells, Fluo-4 calcium flux | Mas-related G-protein coupled receptor member X1 (Homo sapiens), Q96LB2 | Fluo-4 calcium fluorescence, agonist mode; active compounds read high | B-score at 10 µM | 310,000 compounds, 0.44% hits | AID 588627, 2011;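 active means calcium response B-score plate-corrected fluorescence ratio at least 3 library SD, with starting fluorescence B-score inside 5 SD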
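Test system: HEK293 cells stably expressing human MrgX1 receptor; Input: fifteen thousand cells per well; Dosing: compound delivered in addition one of three; Schedule: overnight seeding, then 1 h dark dye loading; Technique: Fluo-4 NW calcium fluorescence; Measure: B-scored fluorescence response ratio; Controls: positive and negative controls per plate.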
TRPC6 inh – mouse TRPC6 channel inhibitors, primary screen, cell-based, HEK293, membrane potential dye | B-score at 10 µM | ACh-evoked depolarization; active compounds read low | 310,000 compounds, 1.1% hits | AID 2553, 2010 | Short transient receptor potential channel 6 (Mus musculus), Q61143;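 active means B-score under library mean minus 3 SD, initial fluorescence not abnormally high, positive integrated signal ratio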;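 further: B-score derived from integrated fluorescence ratio over the kinetic read; more negative B-score means stronger inhibition of depolarization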
RGS4 pot – RGS4 potentiators or activators, primary screen, cell-based, HEK293 M3R inducible RGS4, calcium flux; carbachol calcium flux Fluo4; active compounds read low; B-score at 10 µM; 310,000 compounds, 0.92% hits;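 active means B-score of the integrated calcium signal more than 4 SD below the library mean, with starting fluorescence not abnormally high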;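 further: negative B-score means reduced calcium response which marks RGS4 activation or potentiation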
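Assay system: Inducible-RGS4 HEK293 cells carrying M3 receptor | Schedule: Compound preincubation 20 min at room temperature before agonist | Signal: Kinetic calcium fluorescence imaging with Fluo4-AM dye, 2 µM | Read-out basis: B score from integrated fluorescence ratio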
SKKanGAS inh – S. pyogenes SKKanGAS growth inhibitors in kanamycin, primary screen, streptokinase expression inhibitor project, SKKanGAS strain, BacTiter-Glo luminescence; 300,000 compounds, 1.3% hits; inhibition, % at 7.5 µM; AID 1662, 2009; 6 h;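 active means mean replicate score, as percent of positive control median, at least 50; inconclusive means mean below 50 but one replicate at or above 50; inactive means mean and every replicate below 50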;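 further: strain carries kanamycin resistance gene driven by streptokinase promoter and grows in 40 µg/ml kanamycin; loss of luminescence reflects streptokinase promoter inhibition or plain growth inhibition; 0% = median of DMSO wells and 100% = positive control at its reference dose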
TMEM16A inh – TMEM16A chloride channel inhibitors, primary screen, cell-based, HTS; normalized B-score (activity score, 25-100; higher = stronger inhibition) at 10 µM; 310,000 compounds, 1.2% hits; HEK293 TMEM16A/YFP iodide influx fluorescence, ionomycin; Anoctamin-1 (Mus musculus), Q8BHY3;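 active means ratio plate-corrected score three or more library SD toward inhibition, starting fluorescence score within five deviations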;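 further: score derived from kinetic fluorescence span divided by baseline fluorescence per well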
HDAC3 inhib – HDAC3 deacetylase inhibitors, primary screen, biochemical, fluorescence, cell-free homogeneous. recombinant HDAC3, fluorogenic peptide/trypsin coupled. inhibition, % at 8.3 µM. 320,000 compounds, 0.15% hits; in the data active means inhibition above about 26%, passing the limit was not always enough; inconclusive means no clear call, values can overlap the other calls
RGS4 block – RGS4 inhibitors, primary screen, cell-based, HEK293 M3R inducible RGS4, calcium flux | Regulator of G-protein signaling 4 (Homo sapiens), P49798 | Fluo-4 calcium flux; active compounds read high; triggered by carbachol at its EC20 | 310,000 compounds, 0.45% hits | B-score at 10 µM;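 active means B-score, a plate-corrected calcium signal, over three deviations above library mean, with baseline fluorescence within five deviations of library mean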;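 further: RGS4 expression induced by doxycycline in cells with stable M3 receptor; B-score is computed from the integrated fluorescence ratio over baseline after carbachol; higher B-score means a larger calcium signal and so more RGS4 inhibition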
TRPC6 activator – mouse TRPC6 channel activators, primary screen, cell-based, HEK293, membrane potential dye. Short transient receptor potential channel 6 (Mus musculus), Q61143. B-score at 10 µM. 310,000 compounds, 0.13% hits. HEK293-TRPC6 membrane potential dye fluorescence; active compounds read high;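 active means B-score of the integrated fluorescence ratio above library mean plus 3 SD, and starting fluorescence ratio within library mean plus 5 SD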;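 further: higher score means more depolarization so channel activation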
MrgX1 PAM – positive allosteric modulators of MrgX1, primary screen, HEK293 cells, Fluo-4 calcium flux. 310,000 compounds, 0.63% hits. Mas-related G-protein coupled receptor member X1 (Homo sapiens), Q96LB2. FDSS; active compounds read high. B-score at 10 µM. AID 588675, 2011;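 active means plate-corrected calcium response at least 3 library SD above typical, normal starting fluorescence, not activating the receptor alone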;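 further: compound read alongside a low EC10 to EC30 dose of BAM8-22 agonist; peak minus trough fluorescence over baseline measured at the second addition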
Numbers without * were called inactive; i = inactive; ? = inconclusive; . = not tested or not shown.

smiles	SKKanGAS inh	HDAC3 inhib	RGS4 pot	MrgX1 antagonist	TRPC6 activator	TRPC6 inh	ANO1 activ	TMEM16A inh	MrgX1 PAM	MrgX1 agonist	RGS4 block
COc1ccc(/C=C/C(=O)N2CCN(c3ccccn3)CC2)cc1	-7.1	-4.4	i	i	i	i	i	i	i	i	i
O=c1/c(=C/c2ccc([N+](=O)[O-])cc2)sc2n1CCCN=2	6.6	5.1	i	i	i	i	i	i	i	i	i
O=C(CCc1ccccc1)Nc1cc(NC(=O)CCc2ccccc2)cc(C(=O)O)c1	-12.2	0.2	i	i	i	i	i	i	i	i	i
CCOC(=O)CN1C(=O)S/C(=C/c2ccc(OC)c([N+](=O)[O-])c2)C1=O	-0.5	-3.1	i	i	i	i	i	i	i	i	i
Cc1ccc(OCC(=O)NCCCNC(=O)c2cccnc2)cc1	-3.2	6.9	i	i	i	i	i	i	i	i	i
CCOC(=O)N1CCC(NC(=O)C2CCCN(C(=O)N3CCOc4ccccc43)C2)CC1 (stereo not drawn)	-4.1	-1.3	i	i	i	i	i	i	i	i	i
CCCC(=O)N1CCN(c2nc3c(OC)ccc(Cl)c3s2)CC1	-6.7	1.6	i	i	i	i	i	i	i	i	i
Cc1ccc(NC(=O)NNC(=O)c2cc3ccccc3cc2O)cc1	0.3	4.0	i	i	i	i	i	i	i	i	i
CC1=CC(C)(C)N2C(=O)C3(C(C#N)=C(N)Oc4cc(O)ccc43)c3c(C)c(C)cc1c32 (stereo not drawn)	7.2	2.9	i	i	i	i	i	100*	i	i	5.94*
Cc1ccc(C)c(OCCC(=O)OC(C)C(=O)Nc2c(C)n(C)n(-c3ccccc3)c2=O)c1 (stereo not drawn)	0.1	-4.6	i	i	i	i	i	i	i	i	i
O=C(NC(=S)Nc1ccccc1N1CCOCC1)c1ccccc1F	20.6	5.3	i	i	i	i	i	i	i	i	i
COc1cc(C(=O)Sc2ccc(C)cc2)cc(OC)c1OC	5.9	10.0	i	i	i	i	i	i	i	i	i
O=C(NNC1OC(CO)C(O)C(O)C1O)c1cccnc1 (stereo not drawn)	4.4	0.6	i	i	i	i	i	i	i	i	i
Cc1cccc(/C=C2\Oc3cc(OS(C)(=O)=O)ccc3C2=O)c1	-0.9	5.7	i	i	i	i	i	i	i	i	i
N#CCSc1nc2ccccc2c(=O)n1C1CCCCC1	8.8	-1.2	i	i	i	i	i	i	i	i	i
Cc1ccccc1CC(=O)N1CC(C)OC(C)C1 (stereo not drawn)	-1.0	-3.9	i	i	i	i	i	i	i	i	i
CCn1cc(C(=O)NCc2ccc3c(c2)OCO3)c2cc(OC)c(OC)cc2c1=O	-3.0	-4.6	i	i	i	i	i	i	i	i	i
COc1ccc(C(=O)/C=C/c2ccc(C)cc2)c(OC(=O)c2ccc([N+](=O)[O-])cc2)c1	10.4	?	i	i	i	i	i	i	i	i	i
NC(=O)c1ccsc1NC(=O)COC(=O)c1cc(Cl)ccc1O	7.3	-8.4	i	i	i	i	i	i	i	i	i
Cc1cccc(N2CCN(C(c3ccncc3)c3nnnn3C(C)(C)C)CC2)c1C (stereo not drawn)	0.5	-3.8	i	i	i	i	i	i	i	i	i
COc1ccc(CNC(=O)C(C)NS(=O)(=O)c2ccc(C)cc2)cc1 (stereo not drawn)	-2.9	0.9	i	i	i	i	i	i	i	i	i
COc1ccc(CCNC(=O)COc2ccc(C)nc2[N+](=O)[O-])cc1	4.3	0.1	i	i	i	i	i	i	i	i	i
COc1cc(/C=N\NC(=O)CC#N)ccc1OC/C=C/c1ccccc1	10.2	2.3	i	i	i	i	i	i	i	i	i
COc1cc(/C=N/NC(N)=S)ccc1OCC(=O)N1CCOCC1	-7.4	.	i	i	i	i	i	i	i	i	i
CCN(C(=O)c1cccnc1)c1ccccc1	-0.6	-1.1	i	i	i	i	i	i	i	i	i
COc1ccc(OC)c(CNn2c(-c3cccc(C)c3)nc3ccccc3c2=O)c1	-3.6	0.3	i	i	i	i	i	i	i	i	i
Cc1ccccc1S(=O)Cc1ccc(C(=O)N2CCN(C(=O)c3ccco3)CC2)o1 (stereo not drawn)	29.1	-5.2	i	i	i	i	i	i	i	i	i
Cc1sc2nc3c(C(=O)N4CCCC4)cc(C(=O)c4ccccc4O)cn3c(=O)c2c1C	8.9	3.7	i	i	i	i	i	i	i	i	i
COc1ccc(OC)c(/C=C/C(=O)N2CCCc3ccccc32)c1	-6.4	4.9	i	i	i	i	i	i	i	i	i
N[C@@H](CO)c1nnc([C@H](CC(=O)O)NC(=O)C2CCNCC2)o1	-0.2	-1.2	i	i	i	i	i	i	i	i	i

The listing continues:
smiles	SKKanGAS inh	HDAC3 inhib	RGS4 pot	MrgX1 antagonist	TRPC6 activator	TRPC6 inh	ANO1 activ	TMEM16A inh	MrgX1 PAM	MrgX1 agonist	RGS4 block
COc1ccc(CNC(=O)c2ccc(SC)cc2OC)cc1	-9.4	.	i	i	i	i	i	i	i	i	i
O=C(CCC1CCCN(Cc2ccc3c(c2)OCCO3)C1)NCc1ccccc1F (stereo not drawn)	-0.6	1.2	i	i	i	i	i	i	i	i	i
Cc1cccc(NC(=S)Nc2ccc(N3CCOCC3)cc2)c1C	2.1	-2.7	i	i	i	i	i	i	i	i	i
COc1cc(OC)cc(C(=O)Nc2ccccc2-c2nnn(CC(=O)Nc3cc(C)on3)n2)c1	30.4	7.3	i	i	i	i	i	i	i	i	i
O=C(CCNC(=O)c1ccc(Br)cc1)OCc1ccccc1Cl	4.9	?	i	i	i	i	i	i	i	i	i
O=C(NC(=S)Nc1ccc(N2CCOCC2)cc1)c1ccc2c(c1)OCCO2	-8.3	-3.5	i	i	i	i	i	i	i	i	i
COC(=O)c1ccccc1NC(=O)c1cc(-c2cccs2)on1	-5.3	0.8	i	i	i	i	i	i	i	i	i
Cc1onc(-c2ccccc2)c1C(=O)Nc1ccncc1	-10.2	.	i	i	i	i	i	i	i	i	i
N#CC(C#N)=C(Nc1ccc(F)cc1)SCc1cccc(F)c1	11.5	-1.9	i	i	i	i	i	25*	i	i	i
CCN(CC)c1ccc(C=NCCNS(=O)(=O)c2ccc(C)cc2)cc1	0.5	0.1	i	i	i	i	i	i	i	i	i
Cc1cc(CNC(=O)CC2C(=O)NCCN2CC(C)(C)C)nn1C (stereo not drawn)	-11.9	8.7	i	i	i	i	i	i	i	i	i
O=C(c1ccc(Cl)cc1)C1CCCN(C(=O)c2csnn2)C1 (stereo not drawn)	-3.0	-6.8	i	i	i	i	i	i	i	i	i
COc1cc([N+](=O)[O-])cc(/C=N\NC(=O)C2COc3ccccc3O2)c1O (stereo not drawn)	104.0*	16.4	i	i	i	i	i	i	i	i	i
COc1cc(C(=O)Nc2cccc3cccnc23)cc(OC)c1OC	-1.2	1.0	i	i	i	i	i	i	i	i	i
CCN(CC)c1ccc2c(Cl)cc(=O)oc2c1	-4.1	-18.7	i	i	i	i	.	i	i	i	i
CCN1C(=O)C(O)(CC(=O)C(C)(C)C)c2cc(Br)ccc21 (stereo not drawn)	-4.8	-1.5	i	i	i	i	i	i	i	i	i
CC1CCCC(NC(=O)C2CCN(S(=O)(=O)N3CCCCCC3)CC2)C1C (stereo not drawn)	-0.2	0.1	i	i	i	i	i	i	i	i	i
Cc1ccn2c(=O)nc(SCC(=O)N3CCN(c4ccccc4)CC3)nc2c1	0.7	4.4	i	i	i	i	i	i	i	i	i
COc1ccc(NC(=O)CN(C)CC(=O)Nc2ccc(N3CCOCC3)cc2)c([N+](=O)[O-])c1	12.8	.	i	i	i	i	i	i	i	i	i
COc1ccc(C2CC(c3cccs3)=NN2c2ccc(F)cc2)cc1OC (stereo not drawn)	3.4	-2.7	i	i	i	i	i	i	i	i	i
C/C=C/C(=O)OCC(=O)Nc1ccccc1Br	8.2	-7.2	i	i	i	i	i	i	i	i	i
CC1(O)C(=O)C=C2C=C(C3CC3)OC=C2C1=O (stereo not drawn)	8.9	3.9	i	i	i	i	.	i	i	i	i
O=[N+]([O-])c1ccc(/C=N\NS(=O)(=O)c2ccc(F)cc2)o1	2.2	3.1	i	i	i	i	i	i	i	i	i
Cc1ccc(Cn2c(C(C)Nc3nc(-c4ccc(C)cc4)cs3)nc3cc(Cl)c(Cl)cc32)cc1 (stereo not drawn)	15.3	5.3	i	i	i	i	i	i	i	i	i
Cc1ccc(C)c(N(C(=O)c2csnn2)C(C(=O)NC2CCCC2)c2ccncc2)c1 (stereo not drawn)	-0.6	-5.1	i	i	i	i	i	i	i	i	i
Cc1ccc(S(=O)(=O)CCC(=O)N(C)c2c(N)n(Cc3ccccc3)c(=O)[nH]c2=O)cc1	-8.6	1.5	i	i	i	i	i	i	i	i	i
CC(=O)Nc1ccccc1-c1nc2cc(C#N)c(C#N)cc2[nH]c1=O	-1.2	17.1	i	i	i	i	i	i	i	i	i
CCc1nnc(NC(=O)CN2CCN(CC)CC2)s1	4.3	-11.9	i	i	i	i	i	i	i	i	i
COc1ccc(-c2cn3cc([N+](=O)[O-])ccc3n2)cc1OC	-13.7	6.6	i	i	i	-5.05*	i	i	i	i	i
CCOc1ccc2[nH]c(=O)c(CN(CCc3ccccc3)C(=O)c3cnccn3)cc2c1	-5.0	0.1	i	i	i	i	i	i	i	i	i
Fc1ccc(-c2nnc3ccccn23)cc1	2.7	.	i	.	i	i	i	.	.	.	i
